Compound activity as filed in PubChem.
Bfl-1 Bim block – inhibitors of Bim-Bfl-1 interaction, human | Q16548 | Bead-based flow cytometry, Bim-Bfl-1 binding inhibition | inhibition, % at 10 µM | 190,000 tested, 0.12% active | AID 1008;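 further: 0% = wells without compound plus tracer and 100% = blocker peptide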
RGS7-Gao reg – modulates binding of RGS7 to human Galphao; Multiplexed bead flow cytometry; actives lie on both sides; 220,000 tested, 0.35% active; binding response (% of control), % at 10 µM; in the data active means binding response below about 49% or above about 150%; inconclusive means no clear call, values can overlap the other calls; inactive means in between;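 further: fluorescent Galphao held in activated GDP-AlF4 state binding bead-coupled RGS7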
RGS4-Gao reg – modulates binding of RGS4 to human Galphao; P09471; Multiplexed bead flow cytometry; actives lie on both sides; binding response (% of control), % at 10 µM; 220,000 tested, 0.33% active; AID 1415; in the data active means binding response below about 49% or above about 150%; inactive means in between;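 further: fluorescent Galphao activated with aluminum fluoride binding bead-coupled RGS4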
ABCG2 inh – inhibitors of human ABCG2 transporter, ABCB1 counter-screen; AID 1325; inhibition, % at 6.6 µM; IgMXP3 cells, JC-1 efflux, flow cytometry; Q9UNQ0; 190,000 tested, 0.1% active;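 active means inhibition above 80%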;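 further: 0% = DMSO and 100% = nicardipine control wells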
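Times: 10 min at 25 °C | Test system: Two drug-resistant human cell lines, ABCG2 and ABCB1 | Quantity: 3 million cells/mL final, two lines in 1:1 ratio | Signal: Flow cytometry, 530 nm JC-1 signal | Dosing: Compound at 6.6 µM | Controls: Nicardipine and DMSO wells | Reagent: JC-1 as fluorescent efflux pump substrate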
RGS8-Gao reg – modulates binding of RGS8 to human Galphao; 220,000 tested, 0.34% active; P09471; AID 1423; multiplexed bead flow cytometry; actives lie on both sides; response (percent of control binding), % at 10 µM; in the data active means response below about 60% or above about 140%; inactive means in between;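 further: Galphao activated as the GDP aluminium fluoride complex binding bead-coupled RGS8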
Bim-Bcl-2 – inhibitors of Bim-Bcl-2 interaction, human | 190,000 tested, 0.06% active | P10415 | Bead-based flow cytometry, Bim peptide-Bcl-2 binding | AID 950 | inhibition, % at 10 µM; in the data active means inhibition above about 40%; inconclusive means no clear call, values can overlap the other calls;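 further: 0% = no compound wells with probe peptide and 100% = reference peptide inhibitor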
Bim-Bcl-W – disrupts Bim peptide binding to human Bcl-W; bead-based flow cytometry; 190,000 tested, 0.02% active; AID 952; inhibition, % at 10 µM;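 further: 0% = bound tracer without compound and 100% = peptide blocker; higher means less fluorescent Bim peptide bound to Bcl-W beads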
Bcl-XL Bim block – inhibitors of Bim-Bcl-XL interaction, human | Q07817 | Bim peptide-Bcl-XL binding, bead flow cytometry, fluorescence | inhibition, % at 10 µM | 190,000 tested, 0.04% active
Bim-Bcl-B – human Bim-Bcl-B interaction inhibition. AID 951. bead-based flow cytometry, Bim peptide-Bcl-B binding. inhibition, % at 10 µM. 190,000 tested, 0.073% active. Q9HD36;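 further: 0% = tracer peptide without compound and 100% = reference inhibitor peptide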
ABCB1 inh – blocks JC-1 efflux by human ABCB1 transporter; P08183; inhibition, % at 6.6 µM; CCRF-Adr cells, flow cytometry; 190,000 tested, 0.067% active; in the data active means inhibition above about 40%;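 further: 0% = vehicle and 100% = reference inhibitor; higher value means more JC-1 retained so stronger ABCB1 efflux block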
Target sequence (P08183 whole entry, looked up): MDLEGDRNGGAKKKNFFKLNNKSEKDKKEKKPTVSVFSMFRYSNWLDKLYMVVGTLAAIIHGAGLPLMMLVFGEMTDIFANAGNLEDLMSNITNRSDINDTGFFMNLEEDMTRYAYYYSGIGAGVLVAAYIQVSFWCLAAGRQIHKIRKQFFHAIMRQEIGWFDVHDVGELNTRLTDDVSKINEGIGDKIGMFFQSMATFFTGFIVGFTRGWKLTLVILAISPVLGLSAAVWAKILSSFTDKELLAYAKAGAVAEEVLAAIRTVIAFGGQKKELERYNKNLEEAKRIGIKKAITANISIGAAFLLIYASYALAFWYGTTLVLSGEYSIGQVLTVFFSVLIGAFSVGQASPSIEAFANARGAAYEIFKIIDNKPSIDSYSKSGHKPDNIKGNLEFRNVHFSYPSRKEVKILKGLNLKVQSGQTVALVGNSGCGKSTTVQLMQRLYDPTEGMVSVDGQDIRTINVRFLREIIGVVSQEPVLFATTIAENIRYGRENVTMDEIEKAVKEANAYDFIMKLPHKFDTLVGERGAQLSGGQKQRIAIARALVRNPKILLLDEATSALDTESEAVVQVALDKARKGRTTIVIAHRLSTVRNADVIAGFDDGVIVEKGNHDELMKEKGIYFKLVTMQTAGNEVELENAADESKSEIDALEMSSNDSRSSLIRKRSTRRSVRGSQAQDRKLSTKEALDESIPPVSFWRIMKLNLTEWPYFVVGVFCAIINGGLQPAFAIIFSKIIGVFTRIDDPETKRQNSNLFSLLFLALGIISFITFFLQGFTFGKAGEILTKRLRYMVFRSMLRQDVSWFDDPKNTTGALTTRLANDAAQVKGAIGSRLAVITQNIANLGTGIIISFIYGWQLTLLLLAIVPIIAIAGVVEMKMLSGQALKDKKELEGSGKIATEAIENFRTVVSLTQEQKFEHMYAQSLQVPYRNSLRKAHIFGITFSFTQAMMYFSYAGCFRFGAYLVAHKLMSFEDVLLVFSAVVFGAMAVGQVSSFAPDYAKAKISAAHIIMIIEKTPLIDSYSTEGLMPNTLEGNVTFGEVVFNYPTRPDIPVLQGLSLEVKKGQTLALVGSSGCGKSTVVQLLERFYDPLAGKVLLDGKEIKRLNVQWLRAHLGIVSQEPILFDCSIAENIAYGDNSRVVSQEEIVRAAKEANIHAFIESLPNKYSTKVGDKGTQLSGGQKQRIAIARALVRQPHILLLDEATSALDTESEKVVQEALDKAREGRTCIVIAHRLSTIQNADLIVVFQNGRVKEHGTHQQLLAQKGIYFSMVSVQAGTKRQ
Bim-Mcl-1 – human Bim-Mcl-1 interaction inhibition; Q07820; Bead-based flow cytometry, Bim peptide-Mcl-1 binding; inhibition, % at 10 µM; 190,000 tested, 0.1% active; AID 1009;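 further: 0% = no compound tracer wells and 100% = peptide blocker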
Active calls of the source: *. Unless noted, no stated cut-off is given here; in the data, active means inhibition above about 40%.

For Cc1ccc(S(=O)(=O)NC(=NC(C)C(=O)O)c2ccccc2)cc1 (stereo not drawn) the results were Bfl-1 Bim block -1.0, RGS7-Gao reg 102.9, RGS4-Gao reg 102.0, ABCG2 inh 0.5, RGS8-Gao reg 99.4, Bim-Bcl-2 -1.0, Bim-Bcl-W -2.0, Bcl-XL Bim block -1.0, Bim-Bcl-B -2.0, ABCB1 inh 0.0 and Bim-Mcl-1 -1.0.
For O=C(COC(=O)CC1CC2CCC1C2)Nc1ccc(F)cc1 (stereo not drawn) the results were Bfl-1 Bim block -5.0, RGS7-Gao reg inconclusive, RGS4-Gao reg 101.0, ABCG2 inh 6.1, RGS8-Gao reg 102.1, Bim-Bcl-2 -2.0, Bim-Bcl-W 0.0, Bcl-XL Bim block -3.0, Bim-Bcl-B -6.0, ABCB1 inh 0.8 and Bim-Mcl-1 -3.0.
CC(C)Nc1ncnc2ccc(Br)cc12 was read as Bfl-1 Bim block 3.0, RGS7-Gao reg 101.2, RGS4-Gao reg 101.8, ABCG2 inh 2.3, RGS8-Gao reg 97.8, Bim-Bcl-2 1.0, Bim-Bcl-W 5.0, Bcl-XL Bim block 1.0, Bim-Bcl-B 11.0, ABCB1 inh 0.1 and Bim-Mcl-1 3.0.
`CSCCCNC(=S)N1CCN(S(=O)(=O)c2cccc(C(F)(F)F)c2)CC1` gave Bfl-1 Bim block 8.0, RGS7-Gao reg 94.9, RGS4-Gao reg 102.0, ABCG2 inh 4.3, RGS8-Gao reg 84.5, Bim-Bcl-2 6.0, Bim-Bcl-W 13.0, Bcl-XL Bim block 12.0, Bim-Bcl-B 8.0, ABCB1 inh 0.4 and Bim-Mcl-1 7.0.
CCCCCC1=CCC/C1=N\NC(=O)c1ccc2c(c1)OCO2 was read as Bfl-1 Bim block -4.0, RGS7-Gao reg inconclusive, RGS4-Gao reg 99.2, ABCG2 inh 7.3, RGS8-Gao reg 98.6, Bim-Bcl-2 0.0, Bim-Bcl-W -4.0, Bcl-XL Bim block -2.0, Bim-Bcl-B -5.0, ABCB1 inh 0.8 and Bim-Mcl-1 -2.0.
COCCN1C(=O)C(=O)/C(=C(/O)c2cccc(OC)c2)C1c1ccc(C)o1 (stereo not drawn) was read as Bfl-1 Bim block 0.0, RGS7-Gao reg 94.4, RGS4-Gao reg 92.4, ABCG2 inh 0.6, RGS8-Gao reg 97.0, Bim-Bcl-2 0.0, Bim-Bcl-W 2.0, Bcl-XL Bim block 0.0, Bim-Bcl-B 0.0, ABCB1 inh 0.3 and Bim-Mcl-1 -2.0.
`O=C(NNc1cccc(Cl)n1)c1c(F)cccc1F` gave Bfl-1 Bim block -2.0, RGS7-Gao reg 95.1, RGS4-Gao reg 99.5, ABCG2 inh 8.8, RGS8-Gao reg 98.0, Bim-Bcl-2 1.0, Bim-Bcl-W -2.0, Bcl-XL Bim block 0.0, Bim-Bcl-B -3.0, ABCB1 inh 1.4 and Bim-Mcl-1 3.0.
`CC(=O)Nc1ccc(/C(C)=N/NC(=O)C2CC2c2ccccc2)cc1` (stereo not drawn) gave Bfl-1 Bim block 0.0, RGS7-Gao reg 102.9, RGS4-Gao reg 100.3, ABCG2 inh 13.2, RGS8-Gao reg 105.0, Bim-Bcl-2 0.0, Bim-Bcl-W -1.0, Bcl-XL Bim block -3.0, Bim-Bcl-B -3.0, ABCB1 inh 1.1 and Bim-Mcl-1 -1.0.
For CCOC(=O)c1nc(C)n(-c2cc(Cl)ccc2Cl)n1 the results were Bfl-1 Bim block 1.0, RGS7-Gao reg 97.4, RGS4-Gao reg 97.4, ABCG2 inh 14.7, RGS8-Gao reg 91.2, Bim-Bcl-2 -3.0, Bim-Bcl-W -5.0, Bcl-XL Bim block -4.0, Bim-Bcl-B 3.0, ABCB1 inh 0.2 and Bim-Mcl-1 0.0.
For CCCCSc1nnc([C@H](C)NC(=O)OC(C)(C)C)o1 the results were Bfl-1 Bim block -5.0, RGS7-Gao reg 99.7, RGS4-Gao reg 102.1, ABCG2 inh 4.3, RGS8-Gao reg 104.3, Bim-Bcl-2 -6.0, Bim-Bcl-W 0.0, Bcl-XL Bim block -9.0, Bim-Bcl-B -5.0, ABCB1 inh 0.5 and Bim-Mcl-1 -1.0.
`CC(C)C(NC(=O)c1ccc2c(c1)OCO2)C(=O)N/N=C\c1ccco1` (stereo not drawn) gave Bfl-1 Bim block 0.0, RGS7-Gao reg 96.8, RGS4-Gao reg 95.3, ABCG2 inh 0.6, RGS8-Gao reg 99.0, Bim-Bcl-2 1.0, Bim-Bcl-W 0.0, Bcl-XL Bim block 1.0, Bim-Bcl-B 0.0, ABCB1 inh 0.1 and Bim-Mcl-1 1.0.
`COc1ccccc1N1CCN(C2=CC(=O)CCC2)CC1` gave Bfl-1 Bim block 0.0, RGS7-Gao reg 92.7, RGS4-Gao reg 95.9, ABCG2 inh 0.7, RGS8-Gao reg 97.2, Bim-Bcl-2 0.0, Bim-Bcl-W 1.0, Bcl-XL Bim block 0.0, Bim-Bcl-B -2.0, ABCB1 inh 0.3 and Bim-Mcl-1 1.0.

Quoted at random: two compounds from above.
For CCOC(=O)c1nc(C)n(-c2cc(Cl)ccc2Cl)n1 the results were Bfl-1 Bim block 1.0, RGS7-Gao reg 97.4, RGS4-Gao reg 97.4, ABCG2 inh 14.7, RGS8-Gao reg 91.2, Bim-Bcl-2 -3.0, Bim-Bcl-W -5.0, Bcl-XL Bim block -4.0, Bim-Bcl-B 3.0, ABCB1 inh 0.2 and Bim-Mcl-1 0.0.
For Cc1ccc(S(=O)(=O)NC(=NC(C)C(=O)O)c2ccccc2)cc1 (stereo not drawn) the results were Bfl-1 Bim block -1.0, RGS7-Gao reg 102.9, RGS4-Gao reg 102.0, ABCG2 inh 0.5, RGS8-Gao reg 99.4, Bim-Bcl-2 -1.0, Bim-Bcl-W -2.0, Bcl-XL Bim block -1.0, Bim-Bcl-B -2.0, ABCB1 inh 0.0 and Bim-Mcl-1 -1.0.

Next part
`CCN(CC)C(=O)CN(c1cc(Cl)ccc1OC)S(C)(=O)=O` gave Bfl-1 Bim block -17.0, RGS7-Gao reg 98.2, RGS4-Gao reg 99.4, ABCG2 inh 25.9, RGS8-Gao reg 100.5, Bim-Bcl-2 -15.0, Bim-Bcl-W -2.0, Bcl-XL Bim block -6.0, Bim-Bcl-B -7.0, ABCB1 inh 1.8 and Bim-Mcl-1 -2.0.
Screening COc1nc(N2CCOCC2)nc(C)c1[N+](=O)[O-] returned Bfl-1 Bim block -13.0, RGS7-Gao reg 87.8, RGS4-Gao reg 91.8, ABCG2 inh 15.6, RGS8-Gao reg 99.1, Bim-Bcl-2 -6.0, Bim-Bcl-W -3.0, Bcl-XL Bim block -5.0, Bim-Bcl-B -5.0, ABCB1 inh 0.4 and Bim-Mcl-1 -3.0.
Screening COc1ccccc1CNC(=O)CSC1=NCCS1 returned Bfl-1 Bim block -5.0, RGS7-Gao reg inconclusive, RGS4-Gao reg 98.3, ABCG2 inh 2.1, RGS8-Gao reg 96.7, Bim-Bcl-2 0.0, Bim-Bcl-W -4.0, Bcl-XL Bim block -1.0, Bim-Bcl-B -5.0, ABCB1 inh -0.4 and Bim-Mcl-1 0.0.
CN1CCN(C(=O)CN(Cc2ccc(Cl)cc2)S(C)(=O)=O)CC1 was read as Bfl-1 Bim block -11.0, RGS7-Gao reg 89.9, RGS4-Gao reg 96.8, ABCG2 inh 0.5, RGS8-Gao reg 99.2, Bim-Bcl-2 -9.0, Bim-Bcl-W -1.0, Bcl-XL Bim block -3.0, Bim-Bcl-B -7.0, ABCB1 inh 0.2 and Bim-Mcl-1 1.0.
For Cc1cc(NC(=O)CN2CCC(C)CC2)no1 the results were Bfl-1 Bim block -8.0, RGS7-Gao reg 97.6, RGS4-Gao reg 100.3, ABCG2 inh 1.0, RGS8-Gao reg 102.8, Bim-Bcl-2 -5.0, Bim-Bcl-W -3.0, Bcl-XL Bim block -2.0, Bim-Bcl-B -1.0, ABCB1 inh 0.3 and Bim-Mcl-1 -1.0.
CCCOC(=O)c1ccc(Oc2c(-c3ccc(O)cc3O)n[nH]c2C)cc1 was read as Bfl-1 Bim block -11.0, RGS7-Gao reg 95.9, RGS4-Gao reg 94.0, ABCG2 inh 0.1, RGS8-Gao reg 97.4, Bim-Bcl-2 -11.0, Bim-Bcl-W -5.0, Bcl-XL Bim block -9.0, Bim-Bcl-B -7.0, ABCB1 inh 0.0 and Bim-Mcl-1 -2.0.
Screening CC(=O)c1ccc(-n2c(CCC(=O)O)ccc2-c2cccs2)cc1 returned Bfl-1 Bim block 0.0, RGS7-Gao reg 103.8, RGS4-Gao reg 101.8, ABCG2 inh -0.4, RGS8-Gao reg 99.2, Bim-Bcl-2 -3.0, Bim-Bcl-W -2.0, Bcl-XL Bim block 0.0, Bim-Bcl-B 0.0, ABCB1 inh -0.2 and Bim-Mcl-1 -4.0.
`Cc1ccc(OCC(=O)N/N=C\c2cn(Cc3ccccc3)c3ccccc23)cc1C` gave Bfl-1 Bim block 1.0, RGS7-Gao reg 106.6, RGS4-Gao reg 98.7, ABCG2 inh 6.2, RGS8-Gao reg 103.2, Bim-Bcl-2 -1.0, Bim-Bcl-W -3.0, Bcl-XL Bim block -4.0, Bim-Bcl-B -3.0, ABCB1 inh 0.0 and Bim-Mcl-1 -6.0.
`COc1cc(CNn2nnnc2N)ccc1OCC(=O)NC(C)(C)C` gave Bfl-1 Bim block -10.0, RGS7-Gao reg 99.3, RGS4-Gao reg 99.9, ABCG2 inh -0.3, RGS8-Gao reg 100.2, Bim-Bcl-2 0.0, Bim-Bcl-W 0.0, Bcl-XL Bim block -3.0, Bim-Bcl-B -3.0, ABCB1 inh -0.1 and Bim-Mcl-1 1.0.
CCOC(=O)C(C)Oc1ccc(C2NC(=O)NC(C)=C2C(=O)Nc2ccccc2C)cc1 (stereo not drawn) was read as Bfl-1 Bim block -18.0, RGS7-Gao reg 100.5, RGS4-Gao reg 99.3, ABCG2 inh 2.8, RGS8-Gao reg 99.0, Bim-Bcl-2 -12.0, Bim-Bcl-W -3.0, Bcl-XL Bim block -9.0, Bim-Bcl-B -8.0, ABCB1 inh -0.5 and Bim-Mcl-1 -7.0.
`CC(C)CCNC(=O)CNC(=O)c1cccs1` gave Bfl-1 Bim block -18.0, RGS7-Gao reg 99.5, RGS4-Gao reg 95.2, ABCG2 inh 2.2, RGS8-Gao reg 96.9, Bim-Bcl-2 -8.0, Bim-Bcl-W -4.0, Bcl-XL Bim block -2.0, Bim-Bcl-B -6.0, ABCB1 inh 0.4 and Bim-Mcl-1 0.0.
`CC1CCc2nn(CC(=O)Nc3ccc(F)cc3F)cc2C1` (stereo not drawn) gave Bfl-1 Bim block -11.0, RGS7-Gao reg 100.3, RGS4-Gao reg 98.2, ABCG2 inh 3.6, RGS8-Gao reg 101.3, Bim-Bcl-2 -4.0, Bim-Bcl-W -6.0, Bcl-XL Bim block -9.0, Bim-Bcl-B -7.0, ABCB1 inh 0.5 and Bim-Mcl-1 -4.0.
Screening C=CCNC(=S)N/N=C/c1ccc(-c2ccc(OC)cc2)o1 returned Bfl-1 Bim block 4.0, RGS7-Gao reg 103.9, RGS4-Gao reg 101.7, ABCG2 inh -1.4, RGS8-Gao reg 99.7, Bim-Bcl-2 -1.0, Bim-Bcl-W 1.0, Bcl-XL Bim block 0.0, Bim-Bcl-B -5.0, ABCB1 inh -0.8 and Bim-Mcl-1 0.0.
